PKA-R1A act: PKA-R1A complex activation | PKA-R1A dissociation, Cy5-IP20 fluorescence polarization; scaled: DMSO 0%, 113 µM cGMP 100% | activation, % at 11.4 µM | 0.083% of 340,000 active;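 active means percent activation above the mean of all tested compounds plus 3 SD, cut at about 19% in these data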;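 further: higher means more PKAc released from R1A so a rise in polarization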
PfHsp90 yeast 2: growth inhibition of yeast expressing Plasmodium Hsp90; S. cerevisiae expressing PfHsp90, BacTiter-Glo ATP, 48 h; yeast lacking PDR1 and PDR3 efflux regulators; inhibition, % at 9.4 µM; 0.32% of 310,000 active; AID 504621;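 active means every replicate shows inhibition above about 80%, whatever the replicate mean, limit read from the data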;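 further: 0% = DMSO neutral controls and 100% = 20 µM radicicol positive controls; yeast relying on Plasmodium falciparum Hsp90 in place of its own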
HTR5A inv ctr: inverse agonist of human HTR5A in OPRM1-OPRD1 counter-screen. inhibition, % at 9.3 µM. HTR5A cell line, luminescence, inverse agonism. 0.083% of 340,000 active. AID 504634. P47898; in the data active means inhibition mostly above about 23%, no sharp cut-off; inactive means mostly below about 18%;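 further: 0% = cells with DMSO and 100% = no-cell wells with DMSO; some compounds called inactive have numbers as strong as hits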
Target sequence (P47898 whole entry, looked up): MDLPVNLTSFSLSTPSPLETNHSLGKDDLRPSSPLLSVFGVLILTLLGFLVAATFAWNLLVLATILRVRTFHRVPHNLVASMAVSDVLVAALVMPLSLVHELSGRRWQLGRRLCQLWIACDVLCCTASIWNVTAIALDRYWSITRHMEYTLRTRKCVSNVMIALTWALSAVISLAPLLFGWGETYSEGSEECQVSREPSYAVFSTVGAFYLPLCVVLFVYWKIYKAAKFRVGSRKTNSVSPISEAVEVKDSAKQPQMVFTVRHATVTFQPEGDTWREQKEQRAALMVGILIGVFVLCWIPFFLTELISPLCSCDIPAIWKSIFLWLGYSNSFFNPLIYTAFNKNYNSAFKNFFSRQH
OPRM1-OPRD1 ag: OPRM1-OPRD1 heterodimerization agonism. P35372+P41143. 0.3% of 340,000 active. cells, luminescence. activation, % at 9.3 µM; in the data active means activation above about 18%;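 further: 0% = vehicle-treated cells and 100% = reference agonist; values of inactives mirror those of a sister screen read the other way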
phage Ecoli inh: E. coli growth loss with phage present; growth absorbance; inhibition, % at 11.9 µM; 0.26% of 360,000 active; in the data active means inhibition above about 11%
E coli growth: bacterial growth inhibition, counter-screen for AddAB inhibitors; E. coli V3065 growth, OD600 absorbance, 18 h; inhibition, % at 11.9 µM; 0.27% of 330,000 active;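 active means inhibition above the campaign's mean inhibition across all tested compounds plus 3 SD, cut at about 9.9% in these data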;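 further: uninfected addAB+ strain grown without phage in ampicillin broth; 0% = DMSO wells and 100% = ciprofloxacin 0.95 µg/ml wells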
DSG3 Ab inh: human desmoglein-3 autoantibody binding inhibition; 0.48% of 310,000 active; AID 588358; DSG3-coupled beads, scFv-anti-DSG3-GFP binding, flow cytometry; stronger effect = lower value; P32926; binding (percent of control), % at 10 µM;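 active means binding more than 3 SD below its plate's average and above zero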;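 further: hits lower antibody fragment binding to DSG3; some compounds called inactive have numbers as strong as hits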
AddAB inh: less growth of phage-infected E. coli with AddAB. AID 435030. inhibition, % at 11.9 µM. E. coli expressing H. pylori AddAB, absorbance growth. 0.29% of 330,000 active; in the data active means inhibition above about 12%;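 further: 0% = vehicle wells of infected cells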
Mot1-301 SUMO: SUMOylation pathway inhibition by Mot1-301 growth rescue | growth rescue, % at 18.8 µM | 1% of 320,000 active | S. cerevisiae Mot1-301 growth rescue, ATP luminescence, 38.5C; percent above DMSO median, 100 means doubled;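 active means every valid replicate shows activation above 250% relative to neutral control wells; inactive means the rest, any valid replicate at or below 250%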;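 further: OY570 slx delta 5 strain wells were the positive control but not used for scaling; some compounds called inactive have numbers as strong as hits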
OPRM1-OPRD1 inv: mu-delta opioid heterodimer inverse agonism; cell-based MOR-DOR heterodimer luminescence; 0.21% of 340,000 active; inhibition, % at 9.3 µM; in the data active means inhibition above about 22%, passing the limit was not always enough;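 further: 0% = cells with DMSO and 100% = wells without cells with DMSO; values of inactives mirror those of a sister screen read the other way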
HTR5A ag: counter-screen for OPRM1-OPRD1 agonists: human HTR5A agonism; P47898; HTR5A agonist assay, luminescence, cell-based; activation, % at 9.3 µM; 0.61% of 340,000 active; AID 504692; in the data active means activation mostly above about 9.5%, no sharp cut-off; inactive means mostly below about 7.6%;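 further: 0% = cells with vehicle only and 100% = reference agonist; strong numbers were not always called active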
Starred values were filed as active, the others as inactive; i = inactive; · = not tested or not shown.

canonical_smiles,PKA-R1A act,PfHsp90 yeast 2,HTR5A inv ctr,OPRM1-OPRD1 ag,phage Ecoli inh,E coli growth,DSG3 Ab inh,AddAB inh,Mot1-301 SUMO,OPRM1-OPRD1 inv,HTR5A ag
O=C(c1cc(COc2ccc(F)cc2Cl)on1)N1CCC(OCc2cccnc2)CC1,8,-2,9,1.2,2.5,-3.9,116,0.2,0,-6,-3
CCN1CCN(c2ccc(NC(=O)c3cccc(OCc4ccccc4)c3)cc2)CC1,-15,27,3,-1.3,1.1,-2.3,·,-0.3,17,7,1
O=C(CCCCl)Oc1ccc2cc(-c3ccc4ccccc4n3)c(=O)oc2c1,7,-25,5,1.4,3.2,-2.2,97,5.2,16,-7,-2
CC1SCC(=NOCc2ccccc2)CS1 (stereo not given),·,·,·,·,3.5,-0.9,101,-1.1,-10,·,·
O=C(C1CC(=O)N(C2CCCC2)C1)N1CCN(c2cccc(Cl)c2)CC1 (stereo not given),-11,19,-4,-0.2,0.2,1.6,107,1.2,5,1,2
N#Cc1cccc(OC(=O)c2ccc3c(=O)n4c(nc3c2)CCC4)c1,6,·,20,-2.9,1.5,-0.1,102,3.1,-4,15,-8
Cc1ccc2cc(CN(c3ccccc3C)S(=O)(=O)c3ccccc3)c(=O)[nH]c2c1,3,8,13,-3.4,1.3,0.1,·,-0.8,-2,17,-3
CC(C)[C@H](NC(=O)OC(C)(C)C)c1nnc(SCc2cccc(F)c2)o1,-2,·,-8,0.3,1.9,-0.6,102,0.1,-1,-2,-3
COc1ccccc1/C=N/NC(=O)c1ccc(N(C)S(=O)(=O)c2ccccc2)cc1,-9,26,0,0.0,4.1,-1.8,111,-2.7,-12,0,9
O=C(CN1C(=O)/C(=C/c2ccco2)SC1=S)Nc1ccc(O)c(C(=O)O)c1,4,-14,4,-1.5,2.1,-1.4,101,-2.0,-12,8,-1
Cc1ccc(NC(=O)Cn2cnc3cc([N+](=O)[O-])ccc3c2=O)cc1,-3,10,-22,4.4,0.2,-1.8,98,1.0,-5,-23,4
CCOC(=O)CCSc1nc(N2CCOCC2)c2c(c1C#N)CC(C)(C)OC2,6,-1,-10,-3.0,-1.6,0.3,96,1.1,-8,15,3
c1ccc(Cn2c(SCCN3CCOCC3)nnc2-c2cccnc2)cc1,-5,·,-2,-1.5,-1.2,-0.3,89,0.4,-13,8,1
CN(CCc1ccccn1)C(=O)CN(C)S(=O)(=O)c1ccc2c(c1)c(=O)n(C)c(=O)n2C,-4,2,-32,3.7,2.7,3.2,101,3.2,6,-20,9
Cc1ccc(-n2c(C)cc(=O)cc2C)cc1[N+](=O)[O-],2,-9,-4,-4.3,2.3,-0.8,111,0.7,11,23,1
Cc1ccc(N(C(C)C(=O)O)S(=O)(=O)c2c(C)n[nH]c2C)cc1 (stereo not given),1,-5,10,-2.1,-0.9,0.5,110,2.5,531*,12,-3
c1ccc(N2CCN(c3c4c(nc5ncnn35)CCC4)CC2)cc1,3,1,-4,0.6,3.0,-2.5,95,-0.9,13,-3,4
Cn1c(=O)oc2cc(S(=O)(=O)N3CCC(C(=O)NCc4ccccc4)CC3)ccc21,-3,-18,-24,-0.9,-1.6,0.6,96,-0.8,9,5,-6
CCc1nnc(NC(=O)CSc2nnc(-c3ccccc3O)n2-c2ccc(C)cc2)s1,-4,17,-3,-1.9,-0.3,0.5,100,4.7,-14,12,1
CCN(CC)CCCNC(=O)Cn1ncn2cccc2c1=O,-6,-13,5,-2.9,-0.5,0.3,103,0.2,-4,18,-2
O=c1[nH]c(NC2CCCCC2)c([N+](=O)[O-])c(=O)[nH]1,7,-40,12,0.5,2.6,0.4,105,-0.2,-27,-3,8
COc1ccc(OC)c(NC(=O)CCC(=O)N(Cc2ccc(OC)c(OC)c2)c2nccs2)c1,-3,15,8,-2.8,2.9,-1.7,107,-0.4,4,13,-2
C/C(=N\NC(=O)c1ccc(N)cc1)C1CC1,12,-9,-16,0.0,2.8,2.3,·,0.9,-1,0,3
Cc1ccc(CNC(=O)c2ccccc2SCC(=O)NCC2CCCCC2)cc1,-11,2,-19,0.2,2.6,-2.9,101,0.4,·,-1,2
COc1ccc(NC(=O)CN2CCN(CC(=O)Nc3ccccc3Cl)CC2)c(OC)c1,-6,·,20,1.2,2.7,0.8,126,-2.8,4,-7,-2
CN1CCN(C(=O)c2cc(-c3cccc(Cl)c3)on2)CC1,-2,13,-38,-1.2,3.8,0.8,99,1.5,36,6,-1
CCN(C[C@H]1N[C@@](CC)(C(=O)OC)[C@H]2C(=O)N(C)C(=O)[C@@H]12)C(=O)COc1ccccc1,5,7,-7,-3.6,1.2,0.9,87,4.0,·,17,2
Cc1c(C(=O)N2CCN(c3ccccc3F)CC2)sc2ncn(CC(=O)N3CCOCC3)c(=O)c12,-1,6,-5,1.6,0.3,1.2,107,2.5,9,-9,2
O=C(CCn1cccc1)NCc1ccc2c(c1)OCO2,-12,4,-6,-1.5,2.5,1.5,100,1.5,-2,7,2
CCc1nnc(NS(=O)(=O)c2ccc(NC(=O)c3cccc([N+](=O)[O-])c3)cc2)s1,-6,35,11,-1.0,2.5,-0.2,100,2.7,-5,5,-1
CN(C)S(=O)(=O)c1ccc(N2CCCC2)c(C(=O)NNC(=O)COc2ccccc2F)c1,-6,·,-10,-0.4,1.0,-1.0,114,0.9,-13,3,2
O=C(NCCC1=CCCCC1)C(=O)NCC1OCCCN1S(=O)(=O)c1ccc(F)cc1 (stereo not given),-4,-22,8,1.6,1.7,-0.6,91,2.9,-34,-11,-3
Cc1ccc(Oc2c(CO)c(-c3ccccc3)nn2C)cc1,10,6,-16,0.5,4.5,4.1,100,3.9,-5,-2,6
COc1ccccc1NC1=C(C)C(=O)CC1,-1,17,2,3.3,-0.9,0.6,105,6.6,-8,-15,-1
CCOC(=O)N1CCN(C(=O)c2cc3n(n2)C(C(F)(F)F)CC(c2ccc4c(c2)OCO4)N3)CC1 (stereo not given),1,-8,2,0.0,0.4,-1.7,104,2.4,-8,0,-1
CCC(=O)Oc1ccc2c(C)cc(=O)oc2c1C,-2,-7,3,-1.3,5.2,-1.8,107,-1.7,11,5,7
O=C(Nc1ccc2ccccc2c1)[C@@H]1C[C@H]1[C@@H](NP(=O)(c1ccccc1)c1ccccc1)c1ccccc1,-2,-22,-23,-0.2,2.7,-3.6,·,3.0,-4,1,8
Cc1cc2c(c(=O)n1C)C(C(C)C)C(C#N)=C(N)O2 (stereo not given),-6,5,-6,-0.1,1.4,2.3,98,1.0,2,0,-2
CCOC(=O)c1c(C)[nH]c(C(=O)C(C)Cl)c1C (stereo not given),-6,45,-5,-1.8,3.2,0.2,98,2.9,-20,10,2
Cc1oc(-c2ccccc2Cl)nc1CS(=O)CC(=O)NCc1ccccc1Cl (stereo not given),-10,4,17,-1.6,-1.3,-1.9,103,2.0,-7,8,-4
c1ccc(C2=NNC(c3ccccn3)=NN2)nc1,1,6,4,-0.7,1.4,-3.3,93,0.7,-4,3,-1
CCOC(=O)N/N=C/c1cn(Cc2ccccc2Cl)c2ccccc12,-23,7,-8,1.7,2.6,-2.1,87,3.5,-11,-9,3
Cc1cccc(C(=O)OCC(=O)N(C)CC(=O)Nc2ccc(Cl)c(C(F)(F)F)c2)c1,-10,-11,-14,4.6,2.5,-0.1,97,1.4,93,-19,6
CCn1c(C)cc(/C=C2/NC(=O)N(c3ccccc3)C2=O)c1C,5,-6,5,-1.0,2.4,-0.3,101,3.2,107,7,3
O=C(CN(Cc1ccc(Cl)cc1)C(=O)CNS(=O)(=O)c1ccc(F)cc1)NCC1CCCO1 (stereo not given),4,-31,-11,-2.5,0.1,2.7,·,2.9,-4,16,-4
Cc1ccc(CCNC(=O)Cc2ccc(NC3=NC4CS(=O)(=O)CC4S3)cc2)cc1 (stereo not given),-11,-5,-12,0.2,2.7,-0.4,100,0.5,-17,-1,-3
Cc1nn(-c2ccccc2)c2nc(-c3ccccc3)cc(C(=O)N3CCOCC3)c12,-6,-9,-10,-2.7,1.2,1.1,98,0.3,-4,12,4
CC(=O)N1CCN(C(=O)COC(=O)c2ccc(S(C)(=O)=O)cc2)CC1,0,14,3,-4.0,3.3,-1.1,127,-2.9,-3,21,-1
Cc1c(NC(=O)c2cccc(S(=O)(=O)N(C)c3ccccc3)c2)c(=O)n(-c2ccccc2)n1C,1,·,-5,-0.4,2.7,·,108,·,·,1,1
Cc1cc(C(=O)N2CCOCC2)ccc1[N+](=O)[O-],-1,-2,-4,-3.1,1.5,-1.1,97,3.1,55,14,2
O=C1CN(C(=O)OCc2ccccc2)c2ccccc2N1,5,2,2,-1.8,0.5,-0.9,98,-1.1,396,11,-4
CC(NC(=O)c1ccccc1Br)C1CC2CCC1C2 (stereo not given),·,·,·,·,3.4,0.8,103,1.9,-3,·,·
Cc1ccc(-c2cc(C(=O)N3CCN(C(=O)c4ccco4)CC3)[nH]n2)cc1C,-1,3,7,-2.1,-0.4,1.7,·,3.1,-8,11,3
COC(=O)CNC(=O)COc1ccccc1,20*,-1,-7,-0.2,0.5,-0.1,107,0.1,259,1,5
COc1ccc(-c2cc(C(=O)N3CCCCC3)c3ccccc3n2)cc1,-12,23,0,0.9,0.7,1.0,95,1.7,-7,-6,0
COc1cc(C(=S)N2CCCCC2)ccc1OCC(=O)Nc1ccc(F)cc1,-3,19,-8,1.1,-0.1,-1.0,106,0.9,2,-5,3

Further entries.
canonical_smiles,PKA-R1A act,PfHsp90 yeast 2,HTR5A inv ctr,OPRM1-OPRD1 ag,phage Ecoli inh,E coli growth,DSG3 Ab inh,AddAB inh,Mot1-301 SUMO,OPRM1-OPRD1 inv,HTR5A ag
C/C=C/C(=O)OCc1csc(CC(=O)Nc2ccccc2C)n1,-6,-25,10,-2.9,-0.2,0.1,112,4.7,57,15,-4
O=C(c1cccc([N+](=O)[O-])c1)N1CCN(Cc2ccc3c(c2)OCO3)CC1,-9,14,0,-1.4,2.7,0.2,99,4.2,-9,8,0
Cc1noc(C)c1C(=O)NCCc1ccc(Cl)cc1,-14,-4,-2,0.5,·,-0.3,102,1.0,19,-2,4
CCOC(=O)c1csc(NC(=O)c2ccc(C#N)cc2)n1,-4,-7,13,1.3,0.6,1.0,98,6.1,i,-6,-1
COc1ccc(/C=C(\C#N)C(=O)OCC(=O)NCc2ccco2)cc1,6,13,-2,0.4,1.7,-1.3,·,1.8,22,-2,5
CCN(CC)C(=O)CSc1ccccc1N,-3,7,-14,-1.3,3.3,3.5,104,1.0,-2,7,4
Cc1cccc(CCNC(=O)CC2C(=O)NCCN2Cc2ccccc2C)n1 (stereo not given),1,-17,1,-1.1,2.8,-1.4,104,-2.6,-13,6,4
CCCCCCCCCCSc1n[nH]c(N)n1,-13,1,6,2.1,5.6,-1.4,98,-0.5,42,-15,-2
